TAAR1 antagonist – human TAAR1 antagonism; CHO RD-HGA16 TAAR1, Fluo-8 calcium fluorescence, antagonist; AID 624466; Q96RJ0; inhibition, % at 3 µM; 1.5% of 360,000 active;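 active = inhibition above a per-plate cutoff, the mean inhibition of test compounds on that plate plus 3 SD, cut at about 49% in these data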;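 also: 0% = DMSO plus EC80 beta-PEA response and 100% = DMSO alone without agonist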
Target sequence (Q96RJ0 whole entry, looked up): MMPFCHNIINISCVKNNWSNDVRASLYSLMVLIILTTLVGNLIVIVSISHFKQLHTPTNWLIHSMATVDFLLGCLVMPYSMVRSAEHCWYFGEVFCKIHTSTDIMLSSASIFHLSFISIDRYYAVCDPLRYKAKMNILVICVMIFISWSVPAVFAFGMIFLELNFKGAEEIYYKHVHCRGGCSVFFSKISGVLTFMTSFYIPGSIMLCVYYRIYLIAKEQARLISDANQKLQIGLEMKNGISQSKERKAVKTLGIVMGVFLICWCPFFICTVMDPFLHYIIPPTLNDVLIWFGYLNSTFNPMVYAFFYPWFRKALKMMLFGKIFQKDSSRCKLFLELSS
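test system = CHO RD-HGA16 cells bearing hTAAR1 | replication = singlicate | controls = DMSO-only wells and EC80 β-PEA-stimulated wells | reagent = EC80 β-phenethylamine stimulus | read-out basis = percent inhibition of PEA-evoked calcium signal, max/basal emission ratio | schedule = seeding 17-24 h prior, 75-min 37 °C, 30-min RT dye loading | signal = kinetic Fluo-8 calcium fluorescence measurement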
* marks the source's active call; other numbers are inactive results; & = joins results of further samples. An excerpt. The share of hits here may be higher or lower than overall.

SMILES	TAAR1 antagonist
CCc1c(-c2ccc(OC)c(OC)c2)ncn1CCc1ccccc1OC	7
O=C(CCCCCn1c(=O)[nH]c2ccccc2c1=O)NC1CCCC1	-3
COC(=O)c1ccsc1NS(C)(=O)=O	-4
CCOC(=O)[C@]12CCCC=C1N(CCC1=CCCCC1)C(=O)[C@H](CC(=O)NCc1ccccc1)C2	8
COc1ccccc1-c1cn(CC[C@@H]2CC[C@H](NC(=O)C3CCC3)[C@@H](CO)O2)nn1	1
COC(=O)C1=C(C)N(Cc2ccccc2C(F)(F)F)C(=NCc2cccc(C(F)(F)F)c2)NC1CCc1ccccc1 (stereo unspecified)	-19
CCOC(=O)C1CSCCS(=O)(=O)N1Cc1cc(F)ccc1Br (stereo unspecified)	-10
CC(C)[C@@H](NC(=O)OC(C)(C)C)c1cc(C(=O)c2c(-c3ccccc3)[nH]c3ccccc23)c(N)s1	-15
CCOC(=O)Cc1csc2nc(-c3ccccc3)cn12	-21
COC(=O)C[C@H]1C=C[C@H](NC(=O)Nc2ccccc2F)[C@@H](CO)O1	-3
C[C@H]1[C@@H]2C[C@@]3(O[C@H](c4ccc(C(F)(F)F)cc4)N=C3C[C@@H]1c1ccccc1)N(Cc1ccncc1)C2=O	-29
Cc1cc(CN2CCN(c3ncc(Cc4ccccc4)cn3)CC2)cc(C)c1O	-18
CCC(C(=O)NCc1ccccc1)n1c(Cc2cc(F)cc(F)c2)nc2ccccc21 (stereo unspecified)	-5
Cc1ccc(S(=O)(=O)C[C@@H]2OC[C@H](Cc3ccccc3)N2S(=O)(=O)c2ccc(C)cc2)cc1	11
O=c1[nH]nc2c3ccccc3occ1-2	-10
O=C(C(=O)N1CCC(CNS(=O)(=O)c2cccc3ccccc23)CC1)c1cccs1	16
COc1ccccc1Cc1c(-c2ccc(F)cc2)nc2c3ccccc3ccn12	-2
CCOC(=O)C(CNc1ccc(O)cc1)NC(=O)c1ccccc1 (stereo unspecified)	16
COc1cc2c(c(OC)c1OC)C1(CCCCC1)CC2NS(=O)(=O)C(C)C (stereo unspecified)	49*
COc1ccc(C(C(=O)NC2CCCC2)n2c(CSCCOc3ccccc3)nc3ccccc32)cc1 (stereo unspecified)	-33
CN1CCCCC(NC(=O)CSc2ccccc2)C1=O (stereo unspecified)	16
COc1ccc(N2CCN(C(=O)C3CCN(S(=O)(=O)c4ccc5c(c4)CC(C)N5C(=O)C4CC4)CC3)CC2)cc1 (stereo unspecified)	21
CC(=O)C1=C(C)NC(=S)NC1c1ccc(F)cc1 (stereo unspecified)	0
O=C(NCc1ccccc1)[C@@H]1CCCN1C(=O)[C@H]1CCCN1C(=O)c1cc(F)cc(F)c1	6
Clc1ccc(CN2CCN(c3ncc(Cc4ccccc4)cn3)CC2)c(Cl)c1	-39

Next records
SMILES	TAAR1 antagonist
Cc1cc(NC(=O)OC(C)(C)C)c(-n2nnnc2C(C(=O)c2ccccc2)N2CCOCC2)cc1C (stereo unspecified)	-19
C[C@H](CO)N1C[C@H](C)[C@@H](CN(C)C(=O)Cc2ccccc2)OCc2cn(nn2)CCCC1=O	6
CCCc1nc2ccccc2n1C(C)C(=O)NC(C)(C)C (stereo unspecified)	0
Cc1[nH]c2ccccc2c1CC(=O)Nc1ccc(Nc2cccnc2)c(Br)c1	14
O=C1c2c(-c3ccc(Br)cc3)noc2CCN1Cc1cn(Cc2ccccc2)nn1	-14
CC(C)C[C@H]1COc2cc(Br)ccc2S(=O)(=O)N1Cc1ccc(F)cc1F	-26
COC(=O)[C@]12C[C@H](CC(=O)N3CCN(C(=O)c4ccco4)CC3)C(=O)N(CCC3=CCCCC3)C1=C[C@H](C(C)(C)C)O[C@@H]2C	-19
CCCCCNC(=O)C(c1ccc(-c2ccccc2)cc1)n1c(=O)c(-c2ccccc2)nc2ccccc21 (stereo unspecified)	-15
Oc1ccc(Br)c(CN2CCN(c3ncc(Cc4ccccc4)cn3)CC2)c1	2
Cc1ccc[n+](C2=C([O-])c3ccccc3C(=O)C2=O)c1	12
Cc1ccc(C(=O)NC2CCCCN(C)C2=O)cc1 (stereo unspecified)	-14
CC(C)(C)NC(=O)C(c1ccc(C(F)(F)F)cc1)n1c(=O)c(-c2ccco2)nc2ccccc21 (stereo unspecified)	-35
CC(C)(C)NC(=O)C(c1ccccc1F)n1c(=O)c(-c2cc3ccccc3[nH]2)nc2ccccc21 (stereo unspecified)	-37
CC(=O)N1C[C@@H](CO)[C@@H](N(C)C(=O)/C=C/c2ccccc2)C[C@H]1c1ccccc1	-4
CCCCC1OC(CCc2ccccc2)CC2=C1C(=O)OC(C)(C)O2 (stereo unspecified)	-1
CON(C)C(=O)[C@H]1C[C@@H]2[C@H](C[C@@H](c3ccccc3)[C@H]1C)N(c1ccc(F)cc1)C(=O)N2CCCOc1ccccc1	3
CCCCNC(=O)C1C(c2ccc(OC)cc2)=Nc2ccccc2N1C(=O)c1ccc2ncccc2c1 (stereo unspecified)	-11
COc1ccc(NC(=O)C(c2ccnc3ccccc23)n2c(=O)c(-c3ccco3)nc3ccccc32)cc1 (stereo unspecified)	9
Nc1nc2c(ncn2[C@@H]2O[C@H](C(=O)NCC(c3ccccc3)c3ccccc3)[C@@H](O)[C@H]2O)c(=O)[nH]1	-11
CN(Cc1ccco1)C(=O)[C@@H](Cc1ccccc1)NC(=O)[C@H]1O[C@@H](n2ccc(=O)[nH]c2=O)[C@H](O)[C@@H]1O	-28
COCCCNC(=O)C[C@@H]1C[C@@]2(C(=O)OC)CC(C)(C)CC=C2N(Cc2cccc3ccccc23)C1=O	-5
CC(C)C[C@@H]1COc2cccc(NCCO)c2S(=O)(=O)N1	-11
CC(C)(C)S(=O)N1C[C@H]2CC(=O)C(CCO)=C2[C@@H]1CCO (stereo partly specified)	-9
CCOC(=O)[C@]12CCCC=C1N(Cc1ccccc1)C(=O)[C@H](CC(=O)N1CCN(C(=O)C3CC3)CC1)C2	-19
Cc1[nH]nc2c1C(c1cccc(C(F)(F)F)c1)NC2=O (stereo unspecified)	0

Shown with bars between the fields: 2 of the compounds above.
smiles | TAAR1 antagonist
CC(C)(C)NC(=O)C(c1ccc(C(F)(F)F)cc1)n1c(=O)c(-c2ccco2)nc2ccccc21 (stereo unspecified) | -35
COc1ccc(NC(=O)C(c2ccnc3ccccc23)n2c(=O)c(-c3ccco3)nc3ccccc32)cc1 (stereo unspecified) | 9

Given bar-delimited: entries from further up.
Structure | TAAR1 antagonist
COC(=O)C[C@H]1C=C[C@H](NC(=O)Nc2ccccc2F)[C@@H](CO)O1 | -3
C[C@H]1[C@@H]2C[C@@]3(O[C@H](c4ccc(C(F)(F)F)cc4)N=C3C[C@@H]1c1ccccc1)N(Cc1ccncc1)C2=O | -29
Cc1cc(CN2CCN(c3ncc(Cc4ccccc4)cn3)CC2)cc(C)c1O | -18
CCC(C(=O)NCc1ccccc1)n1c(Cc2cc(F)cc(F)c2)nc2ccccc21 (stereo unspecified) | -5
Cc1ccc(S(=O)(=O)C[C@@H]2OC[C@H](Cc3ccccc3)N2S(=O)(=O)c2ccc(C)cc2)cc1 | 11
O=c1[nH]nc2c3ccccc3occ1-2 | -10
O=C(C(=O)N1CCC(CNS(=O)(=O)c2cccc3ccccc23)CC1)c1cccs1 | 16
COc1ccccc1Cc1c(-c2ccc(F)cc2)nc2c3ccccc3ccn12 | -2
CCOC(=O)C(CNc1ccc(O)cc1)NC(=O)c1ccccc1 (stereo unspecified) | 16
COc1cc2c(c(OC)c1OC)C1(CCCCC1)CC2NS(=O)(=O)C(C)C (stereo unspecified) | 49*
COc1ccc(C(C(=O)NC2CCCC2)n2c(CSCCOc3ccccc3)nc3ccccc32)cc1 (stereo unspecified) | -33
CN1CCCCC(NC(=O)CSc2ccccc2)C1=O (stereo unspecified) | 16
COc1ccc(N2CCN(C(=O)C3CCN(S(=O)(=O)c4ccc5c(c4)CC(C)N5C(=O)C4CC4)CC3)CC2)cc1 (stereo unspecified) | 21
CC(=O)C1=C(C)NC(=S)NC1c1ccc(F)cc1 (stereo unspecified) | 0
O=C(NCc1ccccc1)[C@@H]1CCCN1C(=O)[C@H]1CCCN1C(=O)c1cc(F)cc(F)c1 | 6

New compounds follow:
SMILES	TAAR1 antagonist
COc1ccc(NC(=O)N[C@H]2CC[C@@H](CC(=O)NC3CCC3)O[C@@H]2CO)cc1	-11
COC(=O)[C@@]12C[C@@H](CC(=O)NCCCCc3ccccc3)C(=O)N(Cc3ccco3)C1=CCC(C)(C)C2	-24
COc1cccc(/C=C2/Sc3ccc(C(=O)NC4CC4)cc3NC2=O)c1	-3
O=C(C(=O)N1CCC(Cc2ccccc2)CC1)c1ccccc1	-7&6
COC(=O)[C@]12C[C@H](CC(=O)NCc3cccc(C(F)(F)F)c3)C(=O)N(Cc3ccccc3)C1=C[C@H](C1CCCC1)O[C@@H]2C	-17
COc1ccc(C(C(=O)Nc2ccc3c(c2)OCCO3)n2c(=O)c(-c3ccco3)nc3ccccc32)cc1 (stereo unspecified)	-13
COC(=O)N1C[C@H](OCc2ccc3c(c2)OCO3)[C@H]2C[C@@H]1c1ccccc1O2	-39
Cc1ccc2nc(-c3ccc(Cl)cc3)c(Cc3cccc(F)c3)n2c1	1
C[C@H]1CN([C@@H](C)CO)C(=O)CCCn2nncc2CO[C@@H]1CN(C)Cc1ccc2cccnc2c1	-10
Nc1nc2ncccn2c1-c1ccc(F)cc1	-12
COC(=O)[C@@]12C[C@@H](CC(=O)N3CCOCC3)C(=O)N(Cc3cccc4ccccc34)C1=CCC(C)(C)C2	-21
CC(C)C1=CC2C3C(C(C(C)C)=CC(=O)[C@@]3(C)O)C1C(=O)C2(C)O (stereo partly specified)	-9
Cc1cc(N2CCNC[C@@H]2C)ccc1N1CCN(Cc2ccccc2)[C@H](C)C1	-8
CCCCCCCCN1C(=O)[C@H](CC(=O)N2CCSCC2)C[C@@]2(C(=O)OC)CC(C)(C)CC=C12	-32
Cc1cc2c(c(=O)o1)[C@@]1(C(=O)N(C)c3ccccc31)C1=C(CC(C)(C)OC1=O)O2	-12
COC(=O)[C@@]12C[C@@H](CC(=O)NCc3ccc(C)o3)C(=O)N(Cc3ccco3)C1=CCC(C)(C)C2	-23
COC(=O)C1=C(C)N(Cc2ccccc2C(F)(F)F)C(=NCc2cc(OC)c(OC)c(OC)c2)NC1CCc1ccccc1 (stereo unspecified)	6
C[C@@H]1CN([C@@H](C)CO)C(=O)CCCn2cc(nn2)CO[C@H]1CN(C)C(=O)Nc1ccccc1	1
CCCCNC(=O)C[C@H]1C[C@@]2(C(=O)OC)C(=C[C@H](COCc3ccccc3)O[C@@H]2C)N(Cc2ccc3c(c2)OCO3)C1=O	-10
COC(=O)C1=C(C)N(Cc2cccc(C(F)(F)F)c2)C(=NCc2ccc(OC)cc2)NC1c1ccccc1C(F)(F)F (stereo unspecified)	6
COC(=O)C1=C(C)N(Cc2ccc(C(F)(F)F)cc2)C(=NCc2ccccc2C(F)(F)F)NC1c1ccccc1C(F)(F)F (stereo unspecified)	-21
O=c1c(-c2cccnc2)nc2ccccc2n1C(CCc1ccccc1)c1nc2ccccc2[nH]1 (stereo unspecified)	-41
C=CC(=O)NC1CCCCN(C)C1=O (stereo unspecified)	-11
CCc1c(-c2ccccc2OC)ncn1CCc1ccccc1OC	14
C[C@@H]1CN([C@@H](C)CO)C(=O)CCCn2cc(nn2)CO[C@H]1CN(C)C(=O)Nc1ccnc(N2CCOCC2)c1	-28

(listing goes on)
SMILES	TAAR1 antagonist
COC(=O)Cc1nnn2c1CC(OC)c1ccccc1-2 (stereo unspecified)	-30
O=C(/C=C/c1ccccc1)Nc1cccc(C(=O)NCc2ccccc2)c1	-6
O=C(NC1CCCC1)C(c1ccc(F)cc1)N1CCC(O)(c2ccc(Cl)cc2)CC1 (stereo unspecified)	-12
CCCCCCN(C(=O)CCCCCN1C(=O)NC(c2ccc(-c3ccccc3)cc2)C(C(=O)OCc2ccccc2)=C1C)C(C(=O)NCCCC)c1ccccc1 (stereo unspecified)	13
CCc1cc2c(nc1CC)CCCN2S(=O)(=O)c1ccc(C)cc1	4
Cc1ccc2ccc(C(Nc3ccccc3)c3ccccc3)c(O)c2n1 (stereo unspecified)	26
COCCN1Cc2cc(C(=O)OC)c3c(c2C1=O)c1cc(OC)ccc1n3C(=O)c1ccccc1	74*
COC(=O)[C@@]12C[C@@H](CC(=O)NCc3cccc(C(F)(F)F)c3)C(=O)N(Cc3ccc4c(c3)OCO4)C1=CCC(C)(C)C2	-19
Nc1[nH]c(C(=O)c2ccc(Br)cc2)c(-c2ccc(Cl)cc2[N+](=O)[O-])c1C(=O)NCCc1c[nH]c2ccccc12	32
CC(C)(C)NC(=O)C(CCc1ccccc1)n1c(=O)c(-c2cc3ccccc3[nH]2)nc2ccccc21 (stereo unspecified)	-2
COc1cc2c(c(OC)c1OC)[C@@]1(c3ccccc3)CCCCC[C@H]1[C@@H]2NC(=O)C(F)(F)F	-18
COC(=O)[C@@]12C[C@@H](CC(=O)N3CCCCC3)C(=O)N(CCc3ccc(OC)c(OC)c3)C1=CCC(C)(C)C2	-9
C[C@@H]1OC(C2CCCCC2)N(C)[C@H]2C[C@H]3c4[nH]c5cccc(-c6ccccc6)c5c4CCN3C(=O)[C@@H]12 (stereo partly specified)	6
O=C(Nc1c(-c2ccccc2)[nH][nH]c1=O)c1ccc(-c2ccccc2)cc1	-3
CC(C)(C)OC(=O)N1CCC[C@@H]1C(=O)N1CCC[C@@H]1C(=O)NCc1ccccc1	6
C=CCNC(=S)N(C)[C@H]1C[C@H]2c3cc(-c4ccccc4C)ccc3CCN2C[C@H]1[C@H](C)O	-27
C=CCNc1cccc2c1S(=O)(=O)N[C@H](C)CO2	8
CCOC(=O)Cn1c(=O)c2c(nc3n2CCN3c2ccc(C)cc2)n(C)c1=O	-18
COC(=O)C(C(=O)OC)C1CCCCC1NS(=O)(=O)c1ccc(C)cc1 (stereo unspecified)	-7
CSc1nc2c(=O)[nH]cnc2s1	-8
Cc1cccc(C)c1NC(=O)C(c1ccnc2ccccc12)N1CCN(C)CC1 (stereo unspecified)	-1
CCCCCCCCN1C(=O)[C@@H](CC(=O)N2CCN(C(=O)C3CC3)CC2)C[C@@]2(C(=O)OC)C1=C[C@H](C1CCCC1)O[C@@H]2C	-21

Screening data as filed in PubChem BioAssay.
